PolyA inhibitor: inhibitors of polyadenylation in S. cerevisiae; calls only at 12 µM; actives 0.02% (n = 300,000); S. cerevisiae SKY197-pL101 polyadenylation reporter, beta-gal luminescence; efflux-impaired pdr1/pdr3 knockout yeast; score 100 = 6 SD above DMSO;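 active = lowest replicate activity score at least 50, where 100 means six control SD above control mean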;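 note: yeast exposed to compound for 9 h at 30 °C; higher score means more reporter readthrough which indicates perturbed polyadenylation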
KCNQ1 pot: potentiators or activators of human KCNQ1 potassium channel; P51787; CHO-K1 KCNQ1, thallium flux FluxOR fluorescence; active compounds read high; B-score at 10 µM; actives 0.35% (n = 310,000); AID 2648;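 active = fluorescence ratio B-score, a plate-corrected score, at least three library SD, with initial intensity B-score within 5 SD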
Target sequence (P51787 whole entry, looked up): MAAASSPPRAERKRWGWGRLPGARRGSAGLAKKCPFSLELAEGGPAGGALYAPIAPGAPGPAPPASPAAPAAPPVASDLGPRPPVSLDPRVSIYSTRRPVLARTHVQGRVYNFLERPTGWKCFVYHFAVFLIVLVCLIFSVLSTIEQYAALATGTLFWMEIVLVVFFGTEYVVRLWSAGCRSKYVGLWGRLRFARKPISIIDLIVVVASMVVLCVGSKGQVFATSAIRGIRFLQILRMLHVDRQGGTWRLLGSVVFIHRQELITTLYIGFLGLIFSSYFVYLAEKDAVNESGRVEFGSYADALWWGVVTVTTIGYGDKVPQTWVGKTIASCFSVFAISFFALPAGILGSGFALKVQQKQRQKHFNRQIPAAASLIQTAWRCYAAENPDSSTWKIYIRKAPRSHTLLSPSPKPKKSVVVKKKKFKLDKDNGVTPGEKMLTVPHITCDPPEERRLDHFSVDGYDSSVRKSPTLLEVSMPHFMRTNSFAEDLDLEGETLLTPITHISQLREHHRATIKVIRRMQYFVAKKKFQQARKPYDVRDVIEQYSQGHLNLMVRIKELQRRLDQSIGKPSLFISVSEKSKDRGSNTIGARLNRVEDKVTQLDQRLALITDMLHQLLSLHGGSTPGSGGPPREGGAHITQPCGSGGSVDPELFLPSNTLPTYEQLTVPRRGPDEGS
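Medium – assay buffer, equal DMSO in all wells · Material – CHO-K1 cell line with stable KCNQ1 potassium channel expression · Signal – kinetic FluxOR thallium fluorescence, 10-s 1-Hz baseline, 110-s post-stimulus read · Compound – single concentration per compound, DMSO matched to controls · Schedule – 37 °C overnight plating, 90-min dark dye load, 20-min compound pretreatment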
KCNK9 inh: inhibitors of human KCNK9 two-pore domain potassium channel. Q9NPC2. HEK293 KCNK9, FluxOR thallium flux fluorescence; active compounds read low. B-score at 10 µM. actives 1.2% (n = 310,000). AID 488922;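 active = ratio B-score over 3 SD below the library mean, with starting fluorescence within 5 SD of its mean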;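 note: negative B-score means less thallium flux so channel inhibition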
KCNQ1 inh: inhibitors of human KCNQ1 potassium channel. AID 2642. CHO-K1 KCNQ1, FluxOR thallium flux fluorescence; active compounds read high. B-score at 10 µM. actives 1.3% (n = 310,000). P51787;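 active = compounds whose thallium flux B-score, printed positive for inhibition, exceeds three library SD while starting fluorescence stays within three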;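 note: channel opened by potassium depolarization with thallium stimulus after 20 min compound exposure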
TRPC4 PAM: allosteric potentiators of mouse TRPC4 channel | Q9QUQ5 | HEK293 TRPC4beta/mu-opioid, DAMGO EC20, Fluo-4 Ca2+ flux; active compounds read high | B-score at 10 µM | actives 0.42% (n = 310,000) | AID 2227;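 active = B-score of calcium response area above 5 SD of library B-scores, with initial fluorescence ratio within 5 SD of library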;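 note: B-score of integrated fluorescence ratio over time as area under calcium response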
TRPC4 inh: TRPC4 (mouse) channel inhibition; HEK293 TRPC4beta/mu-opioid, DAMGO-evoked Fluo4 calcium flux; active compounds read low; AID 2247; B-score at 10 µM; Q9QUQ5; actives 0.39% (n = 300,000);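 active = B-score over 3 SD under the library average, no early fluorescence shift, positive overall ratio signal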
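Assay system – HEK293 line stably carrying TRPC4beta and mu-opioid receptor · Doses – single dose · Detection – Fluo4 calcium-dye fluorescence, kinetic read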
hERG protect: hERG (human) protection from proarrhythmic block; Q12809; CHO-hERG, FluxOR thallium flux, dofetilide IC70 present; activation (rescue from dofetilide block), less the hit threshold, % at 10 µM; actives 0.51% (n = 310,000); AID 1511;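 active = activation above the mean of controls blocked by dofetilide plus 5 SD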;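 note: thallium influx through hERG after potassium depolarization seen as dye fluorescence rise; in these data hits start at about 4.7%; inactives centre near -7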
TRPC4 act: opens the mouse TRPC4 cation channel; HEK293 TRPC4beta/mu-opioid, Fluo4 calcium fluorescence; active compounds read high; AID 2237; Q9QUQ5; actives 0.49% (n = 310,000); B-score at 10 µM;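 active = B-score above 5 SD of library B-scores, and initial fluorescence ratio not above library mean plus 5 SD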;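 note: positive B-score marks a calcium rise read as TRPC4 activation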
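Assay system: HEK293 cells stably co-expressing mouse TRPC4beta and mu-opioid receptor / Timing: Fluo4 dye loading 45 min at room temperature, 110 s recording / Signal: Fluo4 calcium-sensitive dye fluorescence, kinetic, 1 Hz baseline / Read-out: integrated baseline-normalised fluorescence ratio, converted to per-well B score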
DYRK1A inh: inhibitors of rat Dyrk1A kinase. AID 504441. Q63470. inhibition, % at 12.5 µM. ADP-Glo luminescence, NFATc1 peptide. actives 0.43% (n = 310,000); in the data active = inhibition above about 50%;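 note: plate controls were vehicle with enzyme for no effect and no enzyme for full effect; many of its hits are not listed in these tables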
KCNK3 inh: human KCNK3 channel inhibition, primary screen; O14649; CHO-KCNK3 thallium flux, FluxOR fluorescence; active compounds read low; B-score at 10 µM; actives 0.84% (n = 340,000);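 active = B-score under library mean minus 4 SD, starting fluorescence ratio at most library mean plus 5 SD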;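 note: more negative B-score means stronger inhibition of thallium flux through KCNK3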
Target sequence (O14649 whole entry, looked up): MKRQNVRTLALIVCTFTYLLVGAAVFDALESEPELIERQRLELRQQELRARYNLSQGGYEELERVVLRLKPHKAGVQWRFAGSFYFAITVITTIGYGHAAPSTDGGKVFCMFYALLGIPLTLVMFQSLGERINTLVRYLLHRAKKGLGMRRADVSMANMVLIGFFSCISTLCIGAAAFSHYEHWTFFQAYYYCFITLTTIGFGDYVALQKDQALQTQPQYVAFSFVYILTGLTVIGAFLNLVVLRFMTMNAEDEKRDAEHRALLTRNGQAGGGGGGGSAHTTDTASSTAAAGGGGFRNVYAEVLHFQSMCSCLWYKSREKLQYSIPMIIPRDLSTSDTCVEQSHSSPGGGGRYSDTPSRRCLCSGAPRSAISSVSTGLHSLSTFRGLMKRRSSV
Platelet DG rel: modulates dense granule release in human platelets. actives 0.22% (n = 300,000). AID 1663. human platelet-rich plasma, SFLLRN dense granule ATP release, luminescence. inhibition, %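 (compounds screened at 7.5 µM in platelet-rich plasma)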;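 active = mean replicate score, as percent of positive control, at or above 50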
Starred values were filed as active, the others as inactive; i = inactive; . = no result given. An excerpt (hit frequency here may not be typical).

SMILES | PolyA inhibitor | KCNQ1 pot | KCNK9 inh | KCNQ1 inh | TRPC4 PAM | TRPC4 inh | hERG protect | TRPC4 act | DYRK1A inh | KCNK3 inh | Platelet DG rel
CC(O)c1cccc(NC(=O)Nc2cccc(NC(=O)Nc3cccc(C(C)O)c3)c2)c1 (stereo not given) | i | i | i | i | i | i | -6 | i | -1 | i | 2
COc1ccc2c(c1)c1nc3n(c(=O)c1n2CC(=O)Nc1ccccc1)CCS3 | i | i | i | i | i | i | -5 | i | -2 | i | 9
O=C(NCCc1cccc(C(F)(F)F)c1)C1CCC(=O)N(CCc2cccc(F)c2)C1 (stereo not given) | i | i | i | i | i | i | -11 | i | 0 | i | 4
CCCN(CCC)C(=O)C1CCCN1S(=O)(=O)c1cccc2nsnc12 (stereo not given) | i | i | i | i | i | i | -15 | i | -1 | i | 6
CCOC(=O)CN1C(=O)N[C@@H](CCc2ccccc2)C(C(=O)OC)=C1C | i | i | i | i | i | i | -5 | i | 12 | i | -1
Nc1c(C(=O)NCc2ccccc2)sc2nc3c(cc12)C(=O)CCC3 | i | i | i | i | i | i | -9 | i | 17 | i | -4
Cc1cccc(NC(=O)c2cccc(NC(=O)c3ccccc3)c2)n1 | i | i | i | i | i | i | -7 | i | 9 | i | 3
COc1ccc(CNCCC2(O)CC(C)N(C)CC2C)cc1OC (stereo not given) | i | i | i | i | i | i | 0 | i | -7 | i | 1
COC(=O)c1ccc(CNC(=O)C2CCC(=O)N(Cc3cccc(F)c3)C2)cc1 (stereo not given) | i | i | i | i | i | i | -6 | i | 19 | i | -2
CC(C)=NOc1cc(NC(=O)CCl)cc([N+](=O)[O-])c1 | i | i | i | i | i | i | -11 | i | -7 | i | -6
CCOC(=O)/C(C(=O)Nc1ccc(Cl)cc1Cl)=C1/NC(C)(C)Cc2ccccc21 | i | i | i | i | i | i | -3 | i | . | . | -3
Cc1cc(C)n(C(=O)c2ccc(C)c(S(=O)(=O)N3CCCC3)c2)n1 | i | i | i | i | i | i | -2 | i | -4 | i | 1
Cc1[nH]n(-c2ccccc2)c(=O)c1N=Nc1ccc(C(N)=O)cc1 | i | i | i | i | i | i | 10* | i | 3 | i | 11
COC(=O)CSc1nnc(CCc2nc3ccccc3[nH]2)n1C | i | i | i | i | i | i | -13 | i | -7 | i | 7
CCOc1ccc(-c2[nH]ncc2-c2csc(C)n2)c(O)c1 | i | i | i | i | i | i | -20 | i | 2 | i | -6
COc1ccc(NC(=S)Nc2ccc(F)cc2)cc1 | i | i | i | i | i | i | -9 | i | -4 | i | -7
CCCc1c(C(=O)N/N=C/c2cccc(OCc3ccc(F)cc3)c2)nnn1-c1nonc1N | i | i | i | i | i | i | -2 | i | -3 | i | 16
Cc1ccc(NC(=O)C2CCN(S(C)(=O)=O)CC2)c(C)c1 | i | i | i | i | i | i | -6 | i | 2 | i | 3
Cc1nc2c(-c3ccc(F)cc3)c(C)nn2c(C)c1CCC(=O)N1CCC(Cc2ccccc2)CC1 | i | i | -9.8* | i | i | i | -10 | i | 2 | -10* | -8
CC(=O)N1CCC(N(CCCOC(C)C)C(=O)Nc2ccc(Cl)cc2)CC1 | i | i | i | i | i | i | -8 | i | -2 | i | -4

2 compounds drawn at random from those above, as already listed:
SMILES | PolyA inhibitor | KCNQ1 pot | KCNK9 inh | KCNQ1 inh | TRPC4 PAM | TRPC4 inh | hERG protect | TRPC4 act | DYRK1A inh | KCNK3 inh | Platelet DG rel
COc1ccc(NC(=S)Nc2ccc(F)cc2)cc1 | i | i | i | i | i | i | -9 | i | -4 | i | -7
COC(=O)CSc1nnc(CCc2nc3ccccc3[nH]2)n1C | i | i | i | i | i | i | -13 | i | -7 | i | 7

The list continues.
SMILES | PolyA inhibitor | KCNQ1 pot | KCNK9 inh | KCNQ1 inh | TRPC4 PAM | TRPC4 inh | hERG protect | TRPC4 act | DYRK1A inh | KCNK3 inh | Platelet DG rel
Cc1nn(-c2ccccc2)c(Cl)c1/C=N/NC(=O)c1nn(C)cc1[N+](=O)[O-] | i | i | i | i | i | i | -3 | i | -2 | i | -12
Cc1ccc(S(=O)(=O)N2CCN(CC(=O)N/N=C\c3cccnc3)CC2)cc1 | i | i | i | i | i | i | -6 | i | -1 | i | -4
CCC1=C(OC(=O)N(CC)CC)N2C(=O)OC(=NCC3CC3)[C@]2(C)[C@H]2C1=CC[C@H]1C(=O)NC(=O)[C@H]12 | i | i | i | i | i | i | -7 | i | 10 | i | -1
CCN(CC)S(=O)(=O)c1ccc(N2CCOCC2)c(NC(=O)C2CSC3(C)CCC(=O)N23)c1 (stereo not given) | i | i | i | i | i | i | -17 | i | -4 | i | -1
Cc1ccc(S(=O)(=O)N2CCN(C(=O)CN3CCCCC3)C2C(C)C)cc1 (stereo not given) | i | i | i | i | i | i | -7 | i | -2 | i | -12
C/C(=N\O)c1ccn(S(=O)(=O)c2ccc(Cl)cc2)c1 | i | i | i | i | i | i | -7 | i | -5 | i | -1
COc1ccccc1CNc1ncnc2c1nnn2Cc1ccccc1 | i | i | i | i | i | i | -3 | i | -12 | i | 1
N#C/C(=C\c1ccccc1)C(=O)N(c1ccccn1)C1CCCCC1 | i | i | i | i | i | i | -15 | i | 4 | i | -13
COc1ccc2cc(C(=O)C3CCCN(C(=O)c4cncs4)C3)ccc2c1 (stereo not given) | i | i | i | i | i | i | -7 | i | 5 | i | -6
CC1=NN(C(N)=S)C(=O)C1N=Nc1cccc(Cl)c1 (stereo not given) | . | i | i | i | i | i | -5 | i | 2 | i | -1
CC(C)/C=C/C(=O)N1CCCC(N2CCN(c3ccccc3F)CC2)C1 (stereo not given) | i | i | i | i | i | i | -6 | i | -2 | i | 4
COc1ccc(C2/C(=C(/O)c3ccc4c(c3)CC(C)O4)C(=O)C(=O)N2Cc2cccnc2)cc1 (stereo not given) | i | i | i | i | i | i | -9 | i | -1 | i | -9
CCc1ccc(NC(=S)N2CCN(c3cccc(OC)c3)CC2)cc1 | i | i | i | i | i | i | -12 | i | . | i | 5
CC(C)OCCCNC(=O)COCC(=O)Nc1ccc(OCCc2ccccc2)cc1 | i | i | i | i | i | i | -6 | i | . | i | 6
COc1ccc(C(=O)CCS(=O)(=O)c2ccc(C)cc2)cc1 | i | i | i | i | i | i | -4 | i | 2 | i | -4
O=C1N/C(=N/c2ccccn2)SC1Cc1ccccc1 (stereo not given) | i | i | i | i | i | i | -8 | i | . | i | -7
Cc1nn(Cc2ccc(F)cc2)c2sc(C(=O)Nc3ccccc3N3CCOCC3)cc12 | i | i | i | i | i | i | -6 | i | 0 | i | -11
CCOCCCNC(=O)CCn1nc(-c2ccc(Cl)cc2)ccc1=O | i | i | i | i | i | i | -6 | i | -4 | i | -1
COc1ccccc1N(CC(=O)N(c1ccccc1)C(C)C)S(=O)(=O)c1cccs1 | i | i | i | i | i | i | -17 | i | . | i | 2
CCN1C(=O)[C@@H]2[C@@H](c3ccc(-c4ccc(OC)cc4)cc3)N3CCCC[C@@]3(C(=O)OC)[C@@H]2C1=O | i | i | i | i | i | i | -11 | i | -2 | i | 0
CC1(C)CC(=O)C2=C(C1)OC(N)=C([N+](=O)[O-])C2c1ccc(C#N)s1 (stereo not given) | i | i | i | i | i | i | -11 | i | -2 | i | 2
Cc1ccc(C)c(-c2cc(C(=O)Nc3sc(C)c(C)c3C(N)=O)c3ccccc3n2)c1 | i | i | i | 6* | i | i | -16 | i | 3 | i | 0
Cc1ccc(S(=O)(=O)c2nc(Nc3nccs3)sc2Cl)cc1 | i | i | i | i | i | i | -13 | i | 6 | i | -3
CCOC(=O)c1c(C)sc2c1N(C(=O)CN1CCOCC1)c1cc(Cl)ccc1S2 | i | i | i | i | i | i | -3 | i | -2 | i | 0
Cc1ccccc1NC(=O)CSc1ccc2nnc(-c3ccccn3)n2n1 | i | i | i | i | i | i | -2 | i | 5 | i | -1
O=C(O)c1cccc(Nc2cc(Cl)c3nonc3c2[N+](=O)[O-])c1 | i | i | i | i | i | i | -10 | i | -6 | i | -5
CN(C)CCN1C(=O)c2oc3ccccc3c(=O)c2C1c1ccc(F)cc1 (stereo not given) | i | i | i | i | i | i | -13 | i | 0 | i | -9
CNCCOc1ccc(Cl)c(Cl)c1 | i | i | i | i | 40* | i | -4 | 75* | -2 | i | -5
NS(=O)(=O)c1ccc(CCNC(=O)CCc2nc3ccccc3s2)cc1 | . | i | i | i | i | i | 3 | i | 6 | i | -7
CCOC(=O)NC(NCc1ccccc1)(C(F)(F)F)C(F)(F)F | i | i | i | i | i | i | -11 | i | 1 | i | 1
O=C(CNC(=O)c1ccccc1F)OCC(=O)N1CCCc2ccccc21 | i | i | i | i | i | i | -5 | i | -6 | i | -7
O=C(NC(=O)c1ccc(Cl)cc1)OC1CCCCC1 | i | i | i | i | i | i | 0 | i | 5 | i | 1
O=C(Cc1nc2ccccc2[nH]1)N/N=C/c1ccccc1 | . | i | i | i | i | i | -3 | i | 2 | i | -1
Cc1ccc(N2CC(C(=O)N3CCC(C(=O)Nc4nncs4)CC3)CC2=O)cc1 (stereo not given) | i | i | i | i | i | i | -2 | i | 2 | i | 8
CC[C@@H](C)[C@@H](C(=O)N1CCN(C(=O)OC(C)(C)C)CC1)n1cc(CCCCNC(=O)OC(C)(C)C)nn1 | i | i | i | i | i | i | -21 | i | 3 | i | 3
N/C(=N\O)c1ccc(N2CCN(c3ncccc3C(F)(F)F)CC2)nc1 | i | i | i | i | i | i | -12 | i | 0 | i | 29
COc1ccc(C(=O)NCCc2ccc(S(N)(=O)=O)cc2)cc1OC | i | i | i | i | i | i | -22 | i | 2 | i | -7
CC(=O)Nc1ccc2nc(CN3CCN(CC=C(C)C)C(CCO)C3)ccc2c1 (stereo not given) | i | i | i | i | i | i | -11 | i | 1 | i | 1
CN1CCN(C(=O)C2CCC(=O)N(CCc3cccc(F)c3)C2)CC1 (stereo not given) | i | i | i | i | i | i | -5 | i | 2 | i | -14
Cc1ccc(F)cc1NC(=O)CN1C(=O)NC2(CCCc3ccccc32)C1=O (stereo not given) | i | i | i | i | i | i | -10 | i | 1 | i | 4
CCCN1C(=O)/C(=C/c2ccc3c(c2)OCO3)NC1=S | i | i | i | i | i | i | -4 | i | 24 | i | 3

Bioassay records (PubChem BioAssay)
